Assay outcomes from PubChem.
PPC-1+TRAIL kill = PPC-1 cancer cell killing with TRAIL present. PPC-1 cells + TRAIL, ATPLite viability luminescence. cell killing (% activity), % at 4 µM. hit rate 0.41% among 220,000;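 active = cell killing above 50% in the first pass at 4 µM, then a duplicate retest at 5 µM averaging 50% or more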;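 note: plate controls were cells with TRAIL plus DMSO for no effect and medium-only wells lacking cells for full effect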
BaF3 tox = reduces parental Ba/F3 cell viability, JAK2V617F counter-screen; CellTiter-Glo ATP luminescence; inhibition, % at 5.6 µM; hit rate 1.1% among 220,000;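 active = inhibition above a per-campaign cutoff, the mean inhibition of all tested compounds plus 3 SD, cut at about 27% in these data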;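 note: 0% = DMSO wells and 100% = JAK Inhibitor I control wells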
Furin inhibitor = blocks human furin protease activity. hit rate 0.061% among 220,000. purified furin, fluorogenic substrate cleavage. P09958. inhibition, % at 30 µM. AID 463115; in the data active = inhibition above about 25%; note: inactives centre near -15
p47phox inh = p47phox (human) inhibition; P14598; p47phox/p22phox peptide binding, fluorescence polarization, 2 h; inhibition, % at 24.7 µM; hit rate 0.53% among 220,000; AID 1274;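 active = inhibition above about 30%, limit read from the data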;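 note: 0% = p47phox with labelled peptide and 100% = labelled peptide alone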
TbHK1 inh = T. brucei hexokinase 1 inhibition; recombinant TbHK1, G6PDH-coupled NADH A340; hit rate 0.11% among 220,000; AID 1430; inhibition, % at 10 µM;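 active = inhibition of 50% or more in the single-dose primary screen; inactive = inhibition below 50%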
RBBP9 inhibitor = blocks human serine hydrolase RBBP9. AID 1515. hit rate 0.2% among 220,000. O75884. recombinant RBBP9, FP-Rh probe fluorescence polarization. inhibition, % at 7.94 µM;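 active = inhibition above the campaign mean of all tested compounds plus 3 SD, cut at about 14% in these data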;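 note: plate controls were DMSO wells with RBBP9 for no effect and wells lacking RBBP9 protein for full effect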
Target sequence (O75884 whole entry, looked up): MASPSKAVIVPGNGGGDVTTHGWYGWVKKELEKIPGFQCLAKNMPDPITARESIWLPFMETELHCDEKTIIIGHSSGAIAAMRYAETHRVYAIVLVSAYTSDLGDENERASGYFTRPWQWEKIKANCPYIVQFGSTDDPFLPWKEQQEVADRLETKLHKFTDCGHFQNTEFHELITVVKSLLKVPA
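Measured by – fluorescence polarization · Test system – RBBP9 protein · Input – 2.5 µM RBBP9 dispensing solution, before mixing · Measure – percent inhibition from mP, scaled between DMSO and no-protein wells · Benchmarks – DMSO-treated enzyme wells and wells lacking RBBP9 · Times – preincubation 30 min plus labeling 45 min at 25 °C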
p97 inhibitor = inhibitors of human p97 ATPase; P55072; recombinant p97 ATPase, Kinase-Glo ATP luminescence, 3 h; inhibition, % at 8 µM; hit rate 0.42% among 220,000; in the data active = inhibition above about 15%;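 note: 0% = DMSO vehicle and 100% = wells lacking enzyme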
Target sequence (P55072 whole entry, looked up): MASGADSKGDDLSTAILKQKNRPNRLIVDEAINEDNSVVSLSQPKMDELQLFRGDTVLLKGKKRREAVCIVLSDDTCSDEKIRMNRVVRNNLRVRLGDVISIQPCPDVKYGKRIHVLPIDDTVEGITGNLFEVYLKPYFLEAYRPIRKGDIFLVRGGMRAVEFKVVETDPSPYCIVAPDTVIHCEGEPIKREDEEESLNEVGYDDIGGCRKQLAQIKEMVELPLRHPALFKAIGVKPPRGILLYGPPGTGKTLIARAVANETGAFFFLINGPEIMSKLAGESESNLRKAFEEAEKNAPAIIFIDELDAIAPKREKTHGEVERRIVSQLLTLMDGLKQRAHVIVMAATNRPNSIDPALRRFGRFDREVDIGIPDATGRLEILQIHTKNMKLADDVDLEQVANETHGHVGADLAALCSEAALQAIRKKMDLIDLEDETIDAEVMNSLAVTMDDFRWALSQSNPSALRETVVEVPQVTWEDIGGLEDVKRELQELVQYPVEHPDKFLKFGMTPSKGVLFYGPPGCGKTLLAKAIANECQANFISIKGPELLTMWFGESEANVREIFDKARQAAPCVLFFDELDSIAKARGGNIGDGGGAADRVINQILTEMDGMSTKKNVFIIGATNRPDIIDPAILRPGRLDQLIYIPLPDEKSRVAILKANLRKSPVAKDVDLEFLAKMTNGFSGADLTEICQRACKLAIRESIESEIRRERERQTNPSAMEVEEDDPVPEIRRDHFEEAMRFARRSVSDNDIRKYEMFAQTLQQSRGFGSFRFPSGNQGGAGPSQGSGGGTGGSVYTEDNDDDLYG
Ba/F3 V617F tox = lowers viability of Ba/F3 cells expressing EpoR and JAK2V617F | ATP luminescence | inhibition, % at 5.6 µM | hit rate 1.1% among 220,000 | AID 1446;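 active = inhibition above the campaign mean plus 3 SD over all tested compounds, cut at about 24% in these data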;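 note: cytokine-independent growth of Ba/F3 cells driven by EpoR plus mutant JAK2; 0% = DMSO-treated cells and 100% = JAK inhibitor I control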
EP2 antag = inhibitors of human EP2 prostaglandin E2 receptor; P43116; C6 glioma cells expressing human EP2, cAMP TR-FRET; cells stimulated with saturating PGE2; inhibition, % at 25 µM; hit rate 0.52% among 260,000;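 active = percent inhibition above 40 after rounding to a whole number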;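 note: rat C6 glioma host cells with rolipram phosphodiesterase inhibitor present; the protocol text gives 20 µM as final concentration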
Starred values were filed as active, the others as inactive; . = no result given; & = joins results of further samples; [ ] = remark or other dose. An excerpt (hit frequency here may not be typical).

molecule | EP2 antag | PPC-1+TRAIL kill | p97 inhibitor | BaF3 tox | Ba/F3 V617F tox | RBBP9 inhibitor | TbHK1 inh | Furin inhibitor | p47phox inh
CCC1=C(OC(=O)N(CC)CC)N2C(=O)OC(=NCCOC)[C@]2(Cc2ccccc2)[C@H]2C1=CC[C@H]1C(=O)N(C)C(=O)[C@H]12 | 7.1 | 2.1 | . | . | . | . | -14.5 | -12.5 | -10.2
COc1cc(/C=C/c2cc(C(=O)O)c3ccccc3n2)cc(OC)c1O | 7.8 | 34.8 | 3.2 | 9.8 | 0.9 | -5.3 | -27.3 | -10.2 | -14.6
CCCCN(C)C(=O)C1CCN(Cc2ccc(OCc3ccccc3)cc2)CC1 | 12.8 | 37.4 | -4.1 | 6.0 | -0.5 | 0.2 | 7.5 | -6.7[20 µM] | 1.2
O=C(COc1ccc(Br)cc1F)NC1CCN(Cc2ccccc2)CC1 | . | 3.0 | 2.5 | 4.1 | 0.3 | -10.4 | 6.1 | -18.7[20 µM] | -3.0
CCn1nc(CC(=O)Nc2ccc(-n3cnnn3)c(OC)c2)c2ccccc2c1=O | 8.2 | -17.3 | 6.6 | -0.9 | -0.6 | 3.7 | 1.2 | -14.4[20 µM] | -2.3
OCCC1CN(Cc2cccc(-n3cccn3)c2)CCN1Cc1ccccc1 (stereo unspecified) | 11.3 | -2.5 | 4.5 | 7.2 | 2.7 | 8.9 | 1.5 | -18.2 | -1.4
CCc1ccccc1NC(=O)COC(=O)C1CC(=O)N(c2ccc(F)cc2)C1 (stereo unspecified) | 7.2 | 4.2 | 0.1 | 1.8 | -2.6 | -4.6 | 9.2 | -12.3 | -8.0
O=C(C1=C(O)C(=O)N(CCCN2CCOCC2)C1c1ccncc1)c1cc2ccccc2o1 (stereo unspecified) | 11.3 | 6.7 | 3.3 | 4.5 | -1.1 | -9.2 | -48.1 | -16.5 | -21.4
Cc1ccc(S(=O)(=O)n2c3ccc(F)cc3c3nc(C)sc32)cc1 | 4.7 | 1.8 | -1.3 | 5.3 | -2.4 | -9.9 | 2.4 | -13.0 | -28.6
C=CCOc1ccc(/C(O)=C2/C(=O)C(=O)N(CCCN3CCOCC3)C2c2ccc(OC)cc2)cc1 (stereo unspecified) | 24.3 | 7.7 | 0.4 | -3.4 | -2.4 | -7.3 | -22.8 | -26.1[20 µM] | -6.6
O=[N+]([O-])c1ccc(OCC(O)CNCCNc2nccc(C(F)(F)F)n2)cc1 (stereo unspecified) | 5.1 | 1.4 | 3.2 | 5.0 | -5.5 | -0.3 | -20.4 | -12.2 | -9.9
Cc1ccc(C(C)C)c(OCC(=O)Nc2ccccc2N2CCN(C)CC2)c1 | 15.7 | 16.1 | -0.2 | 5.3 | -0.5 | 1.5 | -7.4 | 6.6[20 µM] | -10.1
Cc1cc(C)nc(SCc2csc(-c3ccccc3)n2)n1 | 1.9 | 12.9 | -2.6 | 4.5 | -0.3 | -6.8 | 1.9 | -19.1 | -22.7
CCOC(=O)N1CCN(C(=O)CCC(=O)N2CCOc3ccc(C)cc32)CC1 | 21.9 | 7.5 | 0.0 | 4.7 | 0.5 | -0.5 | -2.9 | -26.5 | .
O=C(O)CCC(=O)NNC(=O)COc1ccc(Cl)cc1Cl | 3.2 | 1.8 | 6.1 | 6.9 | 1.2 | -13.9 | 1.0 | -20.3 | -0.2
CCOC(=O)c1ccc(N2C(=O)CC(C(=O)OC)=C2C)cc1 | 17.2 | 2.0 | 1.9 | 1.5 | -2.6 | -0.5 | -3.7 | -22.1[20 µM] | -8.2
Fc1ccccc1CN1CCCN(C(=S)Nc2cccc(Cl)c2)C1 | 22.4 | 17.2 | 5.7 | 6.0 | 0.8 | -27.2 | 11.6 | -37.6 | -3.6
CCCc1nc2ccc(NC(=O)c3cccs3)cc2c(=O)n1Cc1ccc(Cl)cc1 | 7.7&8.5 | 6.7 | 7.4 | 9.9 | -1.5 | 0.8 | 10.1 | -21.6 | -19.0
CCOC(=O)c1cnc2c(cnn2C)c1NCCC(O)C(F)(F)F (stereo unspecified) | 7.2 | -1.2 | -6.9 | 12.7 | 5.4 | 3.3 | -3.2 | -18.8[20 µM] | -1.2
CCn1c(=O)c2c(nc3n2CCS3)n(C)c1=O | 7.6 | -21.1 | -3.5 | 0.5 | -1.7 | -10.5 | -2.9 | -19.4[20 µM] | -15.3
O=C1NCCN1Cc1ccccc1 | 6.7 | 2.4 | -6.2 | 1.4 | 2.7 | -3.2 | -3.3 | -18.2[20 µM] | -3.4
Cc1ccc(S(=O)(=O)C(CCC(=O)N2CCOCC2)S(=O)(=O)c2ccc(C)cc2)cc1 | 11.2 | 19.7 | -3.6 | 3.1 | 0.5 | -0.9 | 28.5 | -6.1 | -6.7
O=S(=O)(c1ccccc1)c1nc(Nc2cccc(O)c2)sc1Cl | 11.3 | -9.0 | 5.9 | 1.9 | 0.8 | -6.7 | -0.4 | -14.9 | -20.6
CC(C)(C)NC(=O)NCc1ccco1 | 2.8 | 6.1 | -0.6 | -0.1 | 0.6 | -6.2 | 3.6 | -25.4 | 0.6
COc1ccc(C2Nc3ccccc3C(=O)N2Cc2ccco2)cc1COc1ccc(NC(C)=O)cc1 (stereo unspecified) | 10.6 | -7.8 | -0.9 | 3.0 | 2.3 | -9.0 | -4.7 | -26.9 | -15.7
COc1ccc(NS(=O)(=O)c2cc(NC(=O)Cc3cccs3)ccc2C)cc1 | 4.4 | 22.8 | 3.6 | 0.9 | -4.2 | -2.0 | 2.8 | -21.0 | -18.3
N=c1oc2cc(O)ccc2cc1C(=O)Nc1ccccn1 | 12.7&3.6 | -0.9 | 0.2 | 10.2 | 3.4 | -3.9 | 0.3 | -338.6 | 0.1
Clc1ccc(SCCCCn2cncn2)cc1 | 11.1 | 6.0 | 3.9 | 1.2 | -1.2 | 1.2 | 5.1 | -17.2[20 µM] | -1.3
Cc1ccccc1N/C(SCc1ccc(Cl)cc1)=C(/C#N)C(=O)NCc1ccco1 | 4.5 | 5.9 | 0.5 | -2.1 | -7.0 | -1.2 | 0.8 | -2.5[20 µM] | -18.2
CCOC(=O)N1CCC(NC(=O)Cn2cc3c(n2)CCC(C)C3)CC1 (stereo unspecified) | 1.6 | 34.6 | -7.1 | 0.2 | 0.1 | -6.0 | -5.4 | -14.9[20 µM] | -6.7
Cc1cccc(NS(=O)(=O)c2cc(C(=O)OC(C)C(=O)NCc3ccc4c(c3)OCO4)ccc2C)c1 (stereo unspecified) | 2.4 | 10.7 | 0.2 | 4.1 | -1.2 | -1.0 | 0.5 | -15.5 | -37.2
COCCNc1nnc(SCC(=O)Nc2cc(-c3ccccc3)nn2-c2ccccc2)s1 | 7.8 | 13.0 | 0.1 | 5.1 | -2.1 | 2.2 | -0.2 | -22.3 | -13.6
COc1ccc(C)cc1-n1nnnc1SCC(=O)c1cc(C)n(Cc2ccco2)c1C | 2.8 | -0.4 | -0.8 | -3.2 | -3.6 | 0.2 | -0.1 | -5.0 | -24.2
CCOC(=O)c1ccc(S(=O)(=O)Nc2cc(C(=O)O)ccc2Cl)cc1 | 15.1 | 13.9 | -1.1 | 14.2 | 5.2 | -1.6 | -1.3 | -24.2 | -3.0
O=C(O)CCCCOn1ccnc1 | -0.6 | 25.2 | 6.0 | 4.5 | 2.4 | -1.0 | -1.2 | -17.5 | 3.2
CCCCc1ccc(CC(=O)O)cc1 | 10.1 | 13.4 | 6.5 | 0.1 | -5.5 | 1.8 | -0.4 | -13.7 | -3.4
Nc1nonc1C(=O)N/N=C/c1cc(Br)ccc1O | 11.1 | 19.7 | 10.5 | -2.4 | 1.7 | -5.5 | 2.9 | -33.0 | -17.9
CN(C)/C=N/c1sc2c(c1C#N)CCCCC2 | 13.0 | 7.6 | 1.2 | 2.1 | -1.6 | -5.6 | -20.7 | -12.6 | -5.7
O=C(O)c1ccc(-c2ccccn2)s1 | 26.6 | 12.1 | 4.0 | 7.6 | 3.4 | -1.3 | -5.3 | -9.4 | 4.5
C1=CC2c3ccccc3NC(c3ccncc3)C2C1 (stereo unspecified) | -0.6 | 9.5 | 8.5 | 4.6 | 1.5 | -2.5 | -7.0 | -17.6 | 8.9
COC(=O)c1ccccc1NC(=O)N1CCN(c2ccc(OC)cc2)CC1 | 6.3 | 14.9 | -1.8 | 4.7 | -0.1 | -8.5 | -3.0 | -15.4 | -6.4
O=C(NCc1ccc2c(c1)OCO2)c1cccnc1 | 10.0 | 13.7 | 3.9 | 7.9 | 1.5 | -3.4 | -3.0 | -19.1[20 µM] | 2.1
Cc1cccc(-n2c(N)c(-c3nc4ccccc4n3C)c3nc4ccccc4nc32)c1 | 13.8 | 20.0 | 5.8 | 9.1 | -3.2 | 0.5 | -18.9 | -9.5 | -18.2
CCC(=O)Nc1nc2ccccc2n1CCN(C)C | 17.6 | -11.7 | 8.8 | 0.8 | -0.9 | 1.8 | -0.2 | -17.1 | -0.8
CCN1C(=O)/C(=C/N(C)C)c2ccccc21 | 0.8 | 4.4 | -3.0 | 0.8 | -0.8 | -0.4 | -31.8 | -4.9 | -11.3
CCN(CC)C(=O)c1cc2cc(Br)ccc2oc1=O | 7.1 | 14.9 | 4.7 | 4.3 | -3.4 | -0.1 | -10.0 | -18.5[20 µM] | -18.0
Nc1cc(C(=O)O)c(Oc2ccc(Cl)cc2Cl)cc1C(=O)O | 8.2 | 8.7 | 1.4 | 6.7 | 2.6 | -0.6 | -4.8 | -45.5 | -0.6
O=S(=O)(c1ccc(N2CCOCC2)nc1)N(Cc1ccccn1)Cc1ccccn1 | 3.5 | 6.9 | -4.4 | 0.0 | 1.7 | -8.5 | 3.5 | -5.7 | -4.6
COc1ccc(C(=O)N/N=C/c2sc(N3CCOCC3)nc2-c2ccccc2)cc1OC | 18.6 | -0.7 | -7.3 | 9.9 | 4.2 | -8.8 | -5.9 | 0.6 | -31.1
C=CCOc1cccc(C2/C(=C(\O)c3ccc(F)cc3)C(=O)C(=O)N2CCN(C)C)c1 (stereo unspecified) | 13.9 | 0.7 | 0.2 | -1.2 | -0.5 | 0.3 | -21.2 | -10.6[20 µM] | -4.5

New compounds follow
molecule | EP2 antag | PPC-1+TRAIL kill | p97 inhibitor | BaF3 tox | Ba/F3 V617F tox | RBBP9 inhibitor | TbHK1 inh | Furin inhibitor | p47phox inh
CN(C)S(=O)(=O)c1cccc(NC(=O)c2cc3ccccc3o2)c1 | 5.6 | 21.6 | -2.2 | 1.6 | -1.1 | -8.8 | -11.4 | -8.5[20 µM] | -15.1
CCOc1cc(/C=C2/C(=O)N(c3ccccc3)N=C2C)ccc1OC(=O)c1ccco1 | 4.8 | 4.7 | 27.4* | 12.0 | 7.9 | -3.4 | -4.9 | -7.0 | 1.8
Cc1ccc2cc(N)ccc2n1 | 3.2 | 4.1 | 3.4 | 5.6 | 1.7 | -1.4 | -8.0 | -17.3 | 0.5
COc1ccc(CN2C(=O)CN=C2Nc2ccc(C)cc2C)cc1 | 13.1 | 31.7 | 0.5 | 8.1 | -0.4 | -1.1 | -0.5 | -12.5[20 µM] | -8.3
CCOc1cc(N2CCOCC2)c(OCC)cc1NC(=O)CN1CCc2ccccc2C1 | 1.2 | 3.9 | -12.1 | 0.8 | 2.1 | -5.4 | -11.0 | -13.3 | -2.2
